NOD2 inhibition: NOD2 signaling inhibitors, cell-based, luminescence, uHTS, HEK293 (AID 1566). HEK293 NOD2/NF-kB luciferase reporter, luminescence; higher % means a stronger effect. inhibition, % at 4 µM; hits with a dose series show EC50 in µM. 0.63% of 290,000 active; note: many of its hits are not listed in these tables
NOD1 inhibition: NOD1 signaling inhibitors, primary screen, cell-based, luminescence, uHTS (AID 1578); NOD1-driven NF-kB luciferase reporter cells, luminescence; higher % means a stronger effect; inhibition, % at 4 µM; hits with a dose series show EC50 in µM; 1% of 290,000 active; in the data active = inhibition mostly above about 36%, no sharp cut-off; inactive = mostly below about 34%;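 note: HEK-293T reporter cells stimulated with the NOD1 agonist gamma-tri-DAP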
KOR beta-arrestin-1: KOR antagonists, beta-arrestin recruitment, cell-based, luminescence, uHTS (AID 1778) | Kappa-type opioid receptor (Homo sapiens) | KOR beta-arrestin recruitment, luminescence, antagonist mode; higher % means a stronger effect | one-dose inhibition, % at 10 µM; IC50 in µM for titrated hits | 0.091% of 290,000 active; note: strong numbers were not always called active
NTR1 agonist: agonists of NTR1, primary screen, imaging, U2OS cells, beta-arrestin-GFP, high content (AID 493036); Neurotensin receptor type 1 (Homo sapiens), P30989; NTR1-U2OS beta-arrestin-GFP spot imaging, agonist mode; activation, % at 20 µM; 0.17% of 330,000 active;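 active = activation at or above 40% of the spot to cytoplasm intensity ratio, with at least 20 cells analyzed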;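 note: 0% = DMSO without peptide and 100% = 100 nM NTR1 peptide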
Target sequence (P30989 whole entry, looked up): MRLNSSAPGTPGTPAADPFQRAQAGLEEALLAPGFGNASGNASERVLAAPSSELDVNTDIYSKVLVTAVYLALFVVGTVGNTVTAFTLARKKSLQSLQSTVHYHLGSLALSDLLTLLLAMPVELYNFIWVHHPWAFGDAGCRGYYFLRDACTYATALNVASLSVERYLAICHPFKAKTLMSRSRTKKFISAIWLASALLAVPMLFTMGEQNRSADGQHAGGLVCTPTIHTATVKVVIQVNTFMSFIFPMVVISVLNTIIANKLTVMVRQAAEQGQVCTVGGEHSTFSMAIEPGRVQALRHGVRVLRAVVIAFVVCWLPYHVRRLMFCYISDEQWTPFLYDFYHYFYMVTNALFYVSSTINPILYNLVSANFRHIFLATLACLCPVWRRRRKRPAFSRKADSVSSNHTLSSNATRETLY
ER stress rescue: rescue of cells from ER stress-induced death, primary screen, 384-well, CSM14.1, thapsigargin, ATP luminescence (AID 1222). CSM14.1 thapsigargin-induced death rescue, ATP luminescence; higher % means a stronger effect. one-dose cellular ATP content (survival), % at 20 µM; EC50 in µM for titrated hits. 190,000 tested, under 10 active;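 active = EC50 below 50 µM in the dose-response confirmation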;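 note: death triggered by thapsigargin at about 15 µM added after 2 h compound pretreatment; cell ATP read after overnight thapsigargin exposure of roughly 18 to 22 hours; normalized against plate controls of thapsigargin alone and 5% DMSO vehicle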
Yfh1-depleted yeast: enhancers of respiration in Yfh1-depleted yeast, dose response, Friedreich's ataxia, plus single-dose screen (AID 1465). S. cerevisiae Yfh1-off respiration, WST-1 reduction, 72 h; higher fold induction means a stronger effect. fold induction at 50 µM; hits with a dose series show EC50 in µM. 0.074% of 220,000 active;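 active = fold induction of absorbance versus untreated yeast above a set limit, then at least 30% activation at any dose in follow-up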;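 note: activators that raise dye reduction in frataxin-depleted yeast; strong numbers were not always called active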
TNAP activators: human TNAP enzyme activators, primary screen, biochemical, luminescent, no phosphate acceptor, uHTS (AID 1001). purified TNAP, luminescent activation assay, no phosphate acceptor; higher activation fold means a stronger effect. one-dose activation fold at 20 µM; EC50 in µM for titrated hits. 0.03% of 200,000 active. Alkaline phosphatase, tissue-nonspecific isozyme (Homo sapiens); in the data active = activation fold from about 3, or a potency from the dose series; inactive = the rest, 99 in 100 with activation fold below about 1.6; note: many of its hits are not listed in these tables
KOR beta-arrestin-2: KOR agonists, beta-arrestin recruitment, primary screen, cell-based, luminescence, uHTS (AID 1777); Kappa-type opioid receptor (Homo sapiens); KOR beta-arrestin recruitment, luminescence; higher % means a stronger effect; one-dose activation, % at 10 µM; EC50 in µM for titrated hits; 0.02% of 280,000 active; in the data active = activation above about 50%, passing the limit was not always enough; note: a part of the inactive calls stands beside numbers as strong as those of hits
GPR55 activation: GPR55 agonists via beta-arrestin recruitment, primary screen, imaging, U2OS cells, beta-arrestin-GFP redistribution (AID 1961); G-protein coupled receptor 55 (Homo sapiens); U2OS GPR55 beta-arrestin-GFP redistribution imaging; higher % means a stronger effect; one-dose activation, % at 10 µM; EC50 in µM for titrated hits; 0.048% of 290,000 active;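 active = activation above 40% with more than 50 cells counted in the well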;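 note: U2OS osteosarcoma cells stably expressing GPR55 and beta-arrestin-GFP; plate controls were DMSO negative control for no effect and LPI positive control for full effect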
NTR1 agonist cell count 20 µM: further read-out of NTR1 agonist, marked with its call; cell count; measured here: cell count, cytotoxicity flag
Starred values were filed as active, the others as inactive; i = inactive; . = no result given; [ ] = dose if it differs, or a comment. Cut-off read from the data, not from the text of the source, unless noted: active = inhibition above about 50%; inactive = the rest.

SMILES | NOD2 inhibition | NOD1 inhibition | KOR beta-arrestin-1 | NTR1 agonist | NTR1 agonist cell count 20 µM | ER stress rescue | Yfh1-depleted yeast | TNAP activators | KOR beta-arrestin-2 | GPR55 activation
CCOC(=O)C1=C(C)NC(C)=C(C(=O)OCC)C1c1cccs1 | 1% | -11% | 25% | 5.7 | 79 | 3.6% | i | 1 | 0.9% | -0.2%
COc1ccc(C(=O)CSc2ccc(-c3ccco3)nn2)cc1 | 4% | -29% | 7% | -3.3 | 62 | -0.9% | i | 1.1 | 2.0% | 0.6%
COCCCNC(=O)c1ccccc1Sc1ccc(NC(C)=O)nc1 | 2% | -12% | 8% | 2.4 | 58 | 0.1% | i | 1.1 | -4.0% | 0.1%
O=C(Cc1ccc(Cl)cc1)Nc1ccc(Br)cn1 | -22% | -15% | 2% | -1.3 | 46 | . | . | . | 0.6% | 0.0%
CC(C)[C@@H](N)C(=O)N/N=C/c1ccc2nccnc2c1 | 24% | 1% | 5% | 1.5 | 61 | . | i | . | 4.5% | -0.3%
CNC(=O)c1cccc(N2CCCC2=O)c1 | -7% | -23% | 4% | 0.9 | 61 | -2.6% | i | 1 | 3.3% | 0.5%
Cc1cccc(N2CCN(C(=O)c3ccc(CNc4c(N5CCC(C)CC5)c(=O)c4=O)cc3)CC2)c1C | 3% | -4% | 17% | 0.4 | 92 | 0.8% | i | 1.2 | -1.8% | -0.1%
Cc1c(Cc2ccc3c(c2)OCO3)sc(NC(=O)c2cccc3ccccc23)c1C(N)=O | -12% | 2% | 8% | 7.9 | 59 | 3.9% | i | 1.1 | 1.7% | 0.3%
COc1ccc(Cl)cc1NC(=O)Nc1ccccc1C(N)=O | -12% | -31% | -8% | -0.1 | 97 | -0.6% | i | 1.1 | 4.9% | -0.6%
COc1ccc(C2c3c(ccc4ccccc34)Oc3ncn4nc(-c5ccco5)nc4c32)cc1OC (stereo not drawn) | 1% | -11% | 27% | 2.4 | 54 | 3.8% | i | 1 | -0.4% | 0.9%
CC(SC1=NCCN1S(=O)(=O)c1ccccc1)c1ccccc1 (stereo not drawn) | 7% | -1% | -18% | 1.6 | 60 | . | . | . | -0.1% | -0.1%
O=C(CS(=O)(=O)Cc1ccccc1)NCc1ccccc1Cl | 3% | -21% | 23% | -0.9 | 57 | . | . | . | -0.4% | 0.2%
CCCOc1ccc(C(CC(=O)O)NC(=O)c2cccs2)cc1 (stereo not drawn) | 2% | -10% | 10% | -0.8 | 76 | 0.3% | i | 1.1 | 0.0% | -0.1%
CN(CCOC(=O)c1cccc(F)c1)Cc1ccccc1 | 3% | -22% | -2% | 0.8 | 53 | -1.2% | i | 1.2 | 7.3% | -0.3%
CC(=O)N1c2ccc(S(=O)(=O)N3CCC(C(=O)N4CCN(c5ccc(Cl)cc5)CC4)CC3)cc2CC1C (stereo not drawn) | 34% | 16% | -6% | 2.0 | 71 | . | . | . | 2.2% | -0.4%
Cc1c(NC(=O)OCc2ccccc2)c(=O)n(-c2ccccc2)n1C | -10% | -6% | -18% | -0.3 | 89 | -0.5% | i | 1.1 | -3.5% | -0.1%
CC1CC2(C)Oc3ccccc3C3OCC1(CO)C(C)C32 (stereo not drawn) | -7% | -23% | 13% | 0.3 | 78 | -1.5% | i | 1.1 | 1.2% | -0.2%
O=C(O)c1ccc(-n2cc(C(=O)c3ccccc3O)cn2)cc1 | -23% | 0% | -2% | 0.6 | 99 | . | . | . | 3.2% | -0.1%
Cc1cc(/C=C(\C#N)C(=O)Nc2ccc(F)cc2)c(C)n1-c1ccc(N2CCOCC2)c([N+](=O)[O-])c1 | 35% | 65% | -2% | 0.9 | 52 | 1.0% | i | 1 | -2.9% | -0.2%
O=C(CSC1CC(=O)N(c2ccc(C(=O)O)cc2)C1=O)Nc1ccc2ccccc2c1 (stereo not drawn) | 7% | -40% | -45% | 0.6 | 26 | 0.6% | i | 1.1 | -5.8% | 0.9%

The closing three compounds of the part above are carried over, then new ones follow.
SMILES | NOD2 inhibition | NOD1 inhibition | KOR beta-arrestin-1 | NTR1 agonist | NTR1 agonist cell count 20 µM | ER stress rescue | Yfh1-depleted yeast | TNAP activators | KOR beta-arrestin-2 | GPR55 activation
O=C(O)c1ccc(-n2cc(C(=O)c3ccccc3O)cn2)cc1 | -23% | 0% | -2% | 0.6 | 99 | . | . | . | 3.2% | -0.1%
Cc1cc(/C=C(\C#N)C(=O)Nc2ccc(F)cc2)c(C)n1-c1ccc(N2CCOCC2)c([N+](=O)[O-])c1 | 35% | 65% | -2% | 0.9 | 52 | 1.0% | i | 1 | -2.9% | -0.2%
O=C(CSC1CC(=O)N(c2ccc(C(=O)O)cc2)C1=O)Nc1ccc2ccccc2c1 (stereo not drawn) | 7% | -40% | -45% | 0.6 | 26 | 0.6% | i | 1.1 | -5.8% | 0.9%
COc1cccc(-c2cc(C(=O)O)[nH]n2)c1 | 2% | 4% | -1% | -0.6 | 46 | -3.6% | i | 0.9 | 0.6% | -0.1%
Cc1ccc(C)c(NC(CC(=O)c2ccccc2)C(=O)OCC(=O)c2cccs2)c1 (stereo not drawn) | -20% | -30% | -21% | 5.3 | 35 | 0.6% | i | 1.2 | -2.9% | 0.0%
O=C(NC1CCCC1)c1ccc(COc2ccccc2Br)o1 | -6% | -31% | 9% | 1.1 | 58 | . | . | . | 0.6% | -0.1%
CC(C(=O)Nc1ccc2c(c1)OCCO2)N1Cc2ccccc2C1=O (stereo not drawn) | 9% | -6% | -13% | 1.7 | 43 | . | . | . | 10% | -0.1%
O=C(Nc1nnc(-c2ccc(Cl)cc2)o1)Nc1ccccc1F | -10% | 4% | -2% | 4.0 | 54 | . | i | . | -3.1% | 0.0%
Cc1ccc(NC(=O)CSc2nnc(CNC(=O)c3cccs3)o2)c(C)c1 | 0% | -29% | 1% | 0.3 | 85 | -1.7% | i | 1 | -2.8% | 0.3%
COc1ccc(CCC(C)N(C)Cc2ccccc2)cc1 (stereo not drawn) | 6% | -9% | -12% | 1.6 | 61 | . | . | . | -4.8% | -0.1%
O=C(C1CCCN1S(=O)(=O)c1ccc(Cl)cc1)N1CCOCC1 (stereo not drawn) | -4% | -17% | 29% | 0.3 | 92 | . | i | 1.1 | -2.1% | -0.1%
CN(C)CCNC(=O)COc1cccc2c1OC(C)(C)C2 | 10% | -24% | -13% | -0.3 | 63 | 4.0% | i | 1.1 | 1.1% | 0.7%
COc1ccc(OC)c(/C=C/C(=O)NCCc2nc3ccccc3[nH]2)c1 | 17% | -6% | 9% | 0.5 | 52 | . | i | . | 4.7% | -0.1%
CN(C)S(=O)(=O)N1CCC(Oc2cccc(C(=O)NCCC3=CCCCC3)c2)CC1 | 31% | 16% | -23% | 6.5 | 55 | . | . | . | 19% | 0.3%
O=C1C=C(NCc2ccc(Cl)cc2)CCC1 | 21% | -10% | 9% | -1.4 | 59 | -0.7% | i | 1 | -4.8% | -0.1%
CN1N=C2c3ccccc3CCC2C1c1ccc(C(F)(F)F)cc1 (stereo not drawn) | 24% | -5% | 6% | -0.3 | 33 | . | i | . | 4.0% | -0.2%
Cc1ccc(NC(=O)C(=O)NCC2CCN(C(=O)c3cccc([N+](=O)[O-])c3)CC2)cc1 | -18% | -21% | 4%[20 µM] | -0.5 | 36 | 4.1% | i | 1 | -5.9% | 0.1%
C=CCN1C(=O)S/C(=C\c2ccc3c(c2)n(C)c(=O)n3C)C1=O | 3% | -17% | 1% | 4.7 | 75 | -2.6% | i | 1.1 | -0.5% | 0.6%
CC(C)C(=O)NNC(=O)C1CC1(c1ccccc1)c1ccccc1 (stereo not drawn) | 0% | -9% | 11% | -0.5 | 83 | . | . | . | 0.9% | -0.1%
CCc1nc(-c2ccccc2)c2ccccn12 | 11% | -16% | -31% | 0.5 | 60 | -0.9% | i | 1.1 | 2.4% | -0.2%
O=C(CNc1ccc2c(c1)OCO2)N/N=C\c1ccccc1Cl | -15% | -29% | . | 1.5 | 66 | 9.3% | i | 1 | 7.7% | -0.2%
N#Cc1ccccc1NC(=O)CN1CCN(c2ccccn2)CC1 | 2% | 0% | -9% | 0.3 | 102 | . | . | . | -1.4% | -0.1%
O=C(c1cc(S(=O)(=O)N2CCCCC2)ccc1N1CCOCC1)N1CCN(Cc2ccccc2)CC1 | 1% | -21% | 16% | 0.6 | 40 | 0.3% | i | 1 | -4.7% | 0.3%
CCC(C)N(C(=O)c1csnn1)C(C(=O)NCc1ccc(F)cc1)c1ccccc1 (stereo not drawn) | 16% | -3% | 6% | 1.7 | 57 | . | . | . | -5.0% | 0.2%
CCCCn1nc(C(=O)Oc2ccc3c(C)cc(=O)oc3c2)c2ccccc2c1=O | 26% | -9% | 0% | 5.7 | 59 | 8.1% | i | 1.1 | 1.7% | -0.2%
O=C(CC(=O)c1ccccc1)Nc1cc(C(F)(F)F)ccc1Cl | 10% | 23% | -1% | 2.2 | 65 | -0.5% | i | 1 | 5.8% | -0.2%
CCC(=O)NC(c1ccco1)c1cc(Cl)c2cccnc2c1O (stereo not drawn) | 12% | 35% | -26%[20 µM] | -0.1 | 44 | 1.6% | i | 1.1 | . | 0.2%
CCn1ccnc1CN1CCc2c([nH]c3ccccc23)C1C1CCCCC1 (stereo not drawn) | 3% | -26% | -3%[20 µM] | 2.8 | 52 | 7.0% | i | 1.2 | . | -0.1%
Cc1ccc2oc(C(=O)NC3CCS(=O)(=O)C3)c(C)c2c1 (stereo not drawn) | -12% | -30% | -5% | 0.8 | 31 | . | . | . | -3.8% | 0.0%
Cc1cccc(OCCn2c(=S)[nH]c3ccccc32)c1 | 2% | 8% | -10% | 4.2 | 52 | -0.7% | i | 0.7 | -1.9% | -0.2%
CC(C(=O)OCC(=O)c1ccccc1)N1C(=O)C2C3CCC(C3)C2C1=O (stereo not drawn) | 4% | -8% | 6% | -0.4 | 29 | -1.8% | i | 1.1 | -2.2% | -0.3%
CC(=O)c1ccc(NC(=O)C2CCCO2)cc1 (stereo not drawn) | -6% | 34% | -6%[20 µM] | 0.8 | 67 | . | . | . | -0.6% | -0.1%
CC(C)Cc1cc(C(=O)N2CCCC(CO)(Cc3ccc(F)cc3)C2)no1 (stereo not drawn) | 16% | 6% | -68% | 1.0 | 55 | . | . | . | 2.3% | 0.0%
O=c1cc(-c2ccccc2)n(S(=O)(=O)c2ccccc2)o1 | -25% | -19% | 22% | -2.4 | 74 | -3.8% | i | 1 | 5.1% | 0.1%
CC1=C(C(=O)OC2CCCCC2)C(c2cccs2)n2c(nc3ccccc32)N1 (stereo not drawn) | -2% | 2% | 28% | 13 | 59 | -2.1% | i | 1 | 17% | -0.2%
Cc1ccc(CS(=O)(=O)CCC(=O)NCCC(C)C)cc1 | 20% | -17% | 18% | 0.7 | 59 | 0.3% | i | 1 | -1.6% | -0.2%

Screens as filed in PubChem BioAssay.

A portion of the library; rates above refer to the full screens.
